# esBAF inh: Bmi1 luciferase reporter increase in mESCs, primary screen, esBAF inhibitor project, mouse ES cells, Bmi1 luciferase knock-in, single point. 24 h; 100% = twice the neutral-well signal. reporter increase, % at 12.5 µM. actives 2% (n = 350,000); in the data active = activation above about 40%;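 also: 0% = median of the plate's neutral control wells and 100% = double that signal; a rise in the Bmi1 reporter signal indicates esBAF inhibition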
# RAD52 inh: RAD52 DNA annealing inhibitors, primary screen, biochemical, FRET, single point, set 2; recombinant RAD52 DNA annealing, FRET fluorescence; inhibition, % at 18.7 µM; actives 0.46% (n = 360,000); AID 651710, 2012;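 active = every replicate showing at least 50% inhibition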
# ERp5 block: inhibitors of ERp5-driven insulin aggregation, primary screen, biochemical, turbidity, absorbance 650 nm, single point; 90 min; inhibition, % at 9.99 µM; actives 0.05% (n = 350,000);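 active = mean replicate inhibition above about 25%, with every replicate also reaching it, limit read from the data, passing the limit was not always enough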
# S100A4 MyoIIA: inhibitors of S100A4-myosin IIA peptide binding, primary screen, biochemical, fluorescence polarization, TAMRA-MyoIIA peptide. actives 0.14% (n = 360,000). Protein S100-A4 (Homo sapiens), P26447. inhibition, % at 10.7 µM;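 active = mean inhibition of at least 70% across replicates, with every replicate also reaching that level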
# Target sequence (P26447 whole entry, looked up): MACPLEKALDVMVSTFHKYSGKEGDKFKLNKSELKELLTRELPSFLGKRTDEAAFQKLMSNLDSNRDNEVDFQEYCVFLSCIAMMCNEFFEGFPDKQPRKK
#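 Compound dosing: one dose per compound; test system: human S100A4 monomer with TAMRA-labelled myosin IIA peptide; probe or stimulus: TAMRA-labelled myosin IIA heavy-chain peptide probe, 5 nM; medium: HEPES buffer with Ca2+, pH 7.2; schedule: 5 min incubation before reading; benchmarks: neutral control DMSO, positive control TFP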
# XiGFP reactiv: activators of inactive X chromosome reactivation, primary screen, imaging, XiGFP fibroblasts, GFP high-content imaging, set 2; XiGFP mouse fibroblasts, % GFP-positive cells imaging, 3 d; cells co-treated with 5-aza-dC sensitizer; scaled so ellipticine positive control = 100%; activation, % at 7.58 µM; actives 0.055% (n = 360,000); AID 743238, 2013;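 active = mean normalized replicate activation at least 10% and every replicate at or above 10%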;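 also: 0% = median of on-plate neutral control wells and 100% = ellipticine 6 µM median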
#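 System: 68-5-11 XiGFP fibroblast line; Timing: 3 days compound exposure; Compound dosing: one concentration, pinned; Benchmarks: positive control ellipticine, 6 µM final; Buffer or medium: DMEM containing 5-aza-dC.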
# ERAP1 inh: human ERAP1 aminopeptidase inhibitors, primary screen, biochemical, single point, plate reader; Endoplasmic reticulum aminopeptidase 1 (Homo sapiens), Q9NZ08; recombinant ERAP1, Leu-AMC fluorescence, 60 min; inhibition, % at 10.7 µM; actives 0.15% (n = 340,000); AID 652197, 2013;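 active = mean replicate inhibition of at least 30%, or all replicates individually reaching that 30% level; inactive = mean below 30% and not every replicate reaching it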;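 also: 0% = neutral control wells and 100% = L-leucinethiol positive control wells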
# Target sequence (Q9NZ08 whole entry, looked up): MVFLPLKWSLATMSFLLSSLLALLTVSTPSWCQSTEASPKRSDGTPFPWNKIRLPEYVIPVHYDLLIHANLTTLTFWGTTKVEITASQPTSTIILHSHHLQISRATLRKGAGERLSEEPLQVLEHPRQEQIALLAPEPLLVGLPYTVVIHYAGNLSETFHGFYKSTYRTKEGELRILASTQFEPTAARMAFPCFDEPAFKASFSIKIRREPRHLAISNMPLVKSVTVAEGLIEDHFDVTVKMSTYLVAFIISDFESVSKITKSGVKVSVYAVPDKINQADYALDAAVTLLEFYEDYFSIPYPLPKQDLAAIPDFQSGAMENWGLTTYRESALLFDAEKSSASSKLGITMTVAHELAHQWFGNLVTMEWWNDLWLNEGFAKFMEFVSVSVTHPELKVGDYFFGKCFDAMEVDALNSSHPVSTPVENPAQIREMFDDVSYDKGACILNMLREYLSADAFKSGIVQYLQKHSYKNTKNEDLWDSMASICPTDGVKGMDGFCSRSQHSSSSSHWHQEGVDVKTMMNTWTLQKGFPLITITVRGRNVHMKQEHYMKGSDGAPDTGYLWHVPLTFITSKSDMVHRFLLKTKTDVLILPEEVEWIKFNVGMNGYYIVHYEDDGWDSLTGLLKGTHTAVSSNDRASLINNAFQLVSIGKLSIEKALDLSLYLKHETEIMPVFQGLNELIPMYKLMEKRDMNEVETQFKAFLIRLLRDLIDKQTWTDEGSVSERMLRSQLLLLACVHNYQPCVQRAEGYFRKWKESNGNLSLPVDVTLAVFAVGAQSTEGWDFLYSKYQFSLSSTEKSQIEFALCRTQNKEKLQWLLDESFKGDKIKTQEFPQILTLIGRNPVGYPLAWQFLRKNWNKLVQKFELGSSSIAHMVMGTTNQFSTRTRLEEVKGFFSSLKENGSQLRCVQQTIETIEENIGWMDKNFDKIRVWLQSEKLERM
# RAD54 branch: inhibitors of human RAD54 branch migration, primary screen, biochemical, fluorescence, single point; actives 0.14% (n = 360,000); inhibition, % at 10.4 µM; RAD54 Holliday junction branch migration, FAM/BHQ fluorescence;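 active = mean normalized replicate activity at least 40 and at least half of replicates scoring 40 or more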;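 also: 0% = median of neutral control wells and 100% = median of positive control wells; inhibitors cause a drop in the FAM fluorescence signal; in these data hits start at about 50%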
# E-selectin induc: E-selectin induction in HUVECs, primary screen, imaging, HUVEC, immunofluorescence imaging, single point | P16581 | normalized: neutral wells 0, TNF-alpha wells 100 | activation, % at 7.58 µM | actives 0.37% (n = 260,000) | AID 686992, 2013;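 active = mean E-selectin-positive cell signal at least 10% of the positive control, reached in at least 60% of replicates, without over 20% cell loss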;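 also: in these data hits start at about 27%; measured in HUVEC primary endothelial cells; signal is the percent of cells scored E-selectin positive by PE staining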
#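 Read-out basis: % PE-positive cells; Test system: HUVEC primary endothelial cells; Technique: immunofluorescence imaging; Dosing: single-point compound dose.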
# * marks the source's active call; other numbers are inactive results; . = no result given. This is a random part of the collection; 2.5% or so of the library scored in one or more.
molecule	esBAF inh	RAD52 inh	ERp5 block	S100A4 MyoIIA	XiGFP reactiv	ERAP1 inh	RAD54 branch	E-selectin induc
Cc1cc(C)n2nc(SCC(=O)N3CCCCC3C)nc2n1 (configuration not stated)	-0.4	2.1	13.1	0.1	0.1	4.3	-7.4	0.1
C/C=C/c1cnc2c(c1)C(=O)N([C@@H](C)CO)C[C@@H](C)[C@H](CN(C)C(=O)Nc1cccc(OC)c1)O2	-3.7	-3.3	0.3	13.5	0.7	2.0	1.3	0.1
C=CCn1c(O)c(N=NC(=O)CNC(=O)c2cccs2)c2ccccc21	.	-11.3	1.6	6.5	0.5	0.8	.	0.8
C[C@@H]1CN([C@@H](C)CO)C(=O)c2cc(NC(=O)CCC(F)(F)F)ccc2O[C@@H](C)CCCCO[C@@H]1CN(C)Cc1ccc(C(F)(F)F)cc1	0.3	-38.1	0.0	28.4	-0.9	1.1	-4.0	0.2
CC(C)OC(=O)CSc1nnc(-c2ccccn2)n1N	.	-11.3	3.1	2.7	0.0	-0.5	-9.9	5.1
C[C@H](CO)N1C[C@H](C)[C@H](CN(C)CC2CCCCC2)Oc2c(NC(=O)C3CCCCC3)cccc2C1=O	2.8	-1.1	0.1	-2.6	-1.2	-0.6	4.9	-0.1
CCN(c1ccc(OC)cc1)S(=O)(=O)c1csc(C(N)=O)c1	-0.3	-5.0	2.1	0.5	0.1	-1.4	2.0	-0.4
CCn1c(SCc2ccc(C(=O)O)cc2)nnc1-c1ccc(Cl)cc1	0.8	-7.3	2.5	-28.4	0.0	-6.1	-4.1	.
O=C(c1nc2ccc(Cl)cn2c1CN1CCCC(CO)C1)N1CCc2ccccc2C1 (configuration not stated)	6.0	-7.0	-0.5	-2.2	0.0	0.5	-2.2	0.1
CCCN(CCC)S(=O)(=O)c1ccc(C(=O)Nc2cccnc2)cc1	-1.1	-1.0	0.4	0.3	0.0	0.5	-5.7	.
C=CCn1c(SCC(N)=O)nc2sc3c(c2c1=O)CCC3	-2.9	-25.2	-0.4	-6.6	-0.1	-7.4	-0.3	.
CCNC(=O)C[C@@H]1CC[C@H]2[C@@H](COc3ccc(NS(C)(=O)=O)cc3C(=O)N2C)O1	-1.2	-6.4	-7.2	6.2	0.2	-0.6	-2.7	0.0
COc1cc(C2C(C#N)=C(N)OC3=C2C(=O)CC(C)(C)C3)cc2c1OCO2 (configuration not stated)	.	-13.2	-3.4	2.5	0.1	4.7	.	-0.3
Cc1ccc(N=Cc2nc(/C=C/c3cccc([N+](=O)[O-])c3)oc2O)cc1	-2.2	-16.4	0.3	1.0	.	0.5	1.1	.
C[C@H](CO)N1C[C@H](C)[C@@H](CN(C)Cc2ccncc2)Oc2ccc(NS(C)(=O)=O)cc2C1=O	-3.0	-6.1	-3.0	-1.8	0.0	0.1	1.0	-11.1
COc1ccc(CNC(=O)C2CCN(S(=O)(=O)c3ccc4nc5c(c(C(=O)O)c4c3)CC(C)CC5)CC2)cc1 (configuration not stated)	-4.0	-1.6	-4.5	-2.9	0.1	-5.4	-13.6	.
CCc1ccc(-c2nn(-c3ccccc3C)cc2C(=O)N2CCN(C3CCS(=O)(=O)C3)CC2)cc1 (configuration not stated)	-4.3	-9.7	-2.6	0.4	0.1	-1.2	7.2	.
Cc1csc(NC(=O)C2CCN(S(=O)(=O)c3ccc4c(c3)oc(=O)n4C)CC2)n1	-2.0	-1.2	0.7	-7.7	0.0	4.3	-1.7	-0.2
O=C(Oc1c(-c2ccccc2)c(=O)n2c3c(cccc13)CC2)c1cccc([N+](=O)[O-])c1	-0.5	-3.2	.	0.9	0.0	1.7	1.8	.
CCc1nc2oc3ccccc3c(=O)c2c(=O)n1-c1ccc(C)cc1	.	-32.1	1.9	-11.3	0.0	4.2	2.9	-3.3
CCCc1cc(NCc2ccccn2)n2c(nc3ccccc32)c1C#N	.	-40.3	-5.9	0.9	0.5	4.1	.	.
O=C(c1cccc(F)c1)N1CC(=O)N2[C@H](C1)[C@@H](c1ccc(C#Cc3ccc(F)cc3)cc1)[C@@H]2CO	.	-7.0	23.9	7.5	0.2	-1.1	.	-0.3
CN(CCc1ccccc1)C(=O)c1ccc(NC(=O)Cc2ccc(NC(=O)C3CCCN(C(=O)C4CCCC4)C3)cc2)cc1 (configuration not stated)	4.2	-15.7	-0.1	0.7	.	-2.3	-4.8	1.0
CCOC(=O)C1CCN(C(=O)CNC(=O)Cn2c(C)cc3ccccc3c2=O)CC1	-3.4	-7.3	1.1	0.7	.	-0.3	-12.2	.
CCC1(O)CC(c2ccccc2)=NN1C(=O)c1ccccc1F (configuration not stated)	.	1.4	4.8	-0.7	0.0	1.7	-8.4	-0.2

# A draw from above in order of heavy-atom count, descending:
molecule	esBAF inh	RAD52 inh	ERp5 block	S100A4 MyoIIA	XiGFP reactiv	ERAP1 inh	RAD54 branch	E-selectin induc
O=C(c1cccc(F)c1)N1CC(=O)N2[C@H](C1)[C@@H](c1ccc(C#Cc3ccc(F)cc3)cc1)[C@@H]2CO	.	-7.0	23.9	7.5	0.2	-1.1	.	-0.3
COc1cc(C2C(C#N)=C(N)OC3=C2C(=O)CC(C)(C)C3)cc2c1OCO2 (configuration not stated)	.	-13.2	-3.4	2.5	0.1	4.7	.	-0.3
C=CCn1c(O)c(N=NC(=O)CNC(=O)c2cccs2)c2ccccc21	.	-11.3	1.6	6.5	0.5	0.8	.	0.8

# The listing continues:
molecule	esBAF inh	RAD52 inh	ERp5 block	S100A4 MyoIIA	XiGFP reactiv	ERAP1 inh	RAD54 branch	E-selectin induc
Cc1ccc(C2=NN(C(=O)CCCC(=O)O)C(c3ccc4c(c3)OCO4)C2)cc1 (configuration not stated)	3.2	-19.5	-0.6	-4.0	0.2	-2.4	-6.5	0.0
COC(=O)c1cccc(CN2C(=O)C(C)Sc3ccc(C)cc32)c1 (configuration not stated)	16.9	-27.7	-5.5	-1.0	-0.1	-1.2	-2.0	-0.1
CC(=O)c1ccc(NC(=O)COc2ccccc2C(=O)Nc2ccc(C)cn2)cc1	.	-19.5	7.8	3.2	0.1	1.2	2.4	3.7
CN(Cc1ccc(F)cc1)C(=O)CN1CCN(S(=O)(=O)c2ccc3c(c2)OCCCO3)CC1	3.6	-2.3	4.1	-5.4	0.0	4.1	-0.1	-0.4
CCN(CC)CCN(Cc1cc2cc3c(cc2[nH]c1=O)OCO3)C(=S)NCCCN(C)C	-7.4	34.9	-0.8	-6.9	0.0	-0.5	27.0	.
Cc1noc(C)c1S(=O)(=O)Nc1ccc2c(c1)CC(=O)N([C@@H](C)CO)C[C@@H](C)[C@@H](CN(C)Cc1ccc3c(c1)OCO3)O2	-1.9	-4.1	-4.9	4.7	0.1	0.0	1.0	.
O=C1[C@@H]2[C@@H]3C[C@@H]([C@H]4ON=C(c5ccc(Cl)cc5)[C@@H]34)[C@@H]2C(=O)N1C1CCCCC1	.	-8.2	-5.6	-0.6	0.0	2.0	.	.
Cc1cnc2ncc3sccc3c2c1	-4.1	6.5	6.7	1.4	0.0	6.0	.	.
O=C(NNS(=O)(=O)c1ccc(Cl)cc1)c1cc(-c2ccccc2)nc2ccccc12	.	-28.3	-6.5	36.3	0.1	-1.6	-3.8	.
CS(=O)(=O)N1CCC(C(=O)Nc2cc(Cl)ccc2Cl)CC1	.	14.6	7.5	3.6	-0.1	-2.5	.	0.6
CN(C(=O)c1cccc(NC(=O)Cc2ccc([N+](=O)[O-])cc2)c1)C1CCC1	-31.9	-147.8	3.0	24.7	-0.1	.	4.4	0.2
Nc1cccc(-n2cccc2)c1	.	2.7	-0.2	-2.7	0.1	0.2	.	.
CC(=O)Nc1ccc2c(c1)C(=O)N(C)[C@H]1CC[C@H](CC(=O)NCc3ccccc3Cl)O[C@H]1CO2	-1.3	-3.4	-0.9	2.4	0.1	-1.3	14.2	0.1
CC(=O)c1ccc(OCC(=O)N2CCCC2c2ccc3c(c2)OCCCO3)cc1 (configuration not stated)	2.8	-6.0	-1.1	-4.5	0.1	-2.9	.	0.2
Cc1ccc(-c2cnc3c(c2)C(=O)N([C@@H](C)CO)C[C@@H](C)[C@@H](CN(C)Cc2ccccc2F)O3)cc1	-0.6	8.5	1.4	-3.6	0.0	-1.2	7.6	0.0
Cc1noc(C)c1NC(=O)N(C)C[C@@H]1Oc2ccc(NC(=O)CCN3CCOCC3)cc2CC(=O)N([C@@H](C)CO)C[C@H]1C	2.0	15.8	0.4	4.7	-0.1	-2.3	6.5	-0.1
Cc1nn(CC(=O)NCCC2=CCCCC2)c(C)c1S(=O)(=O)N(C)C	-7.3	-13.7	1.8	-1.2	0.0	-1.4	-9.8	0.1
O=C(N[C@H]1CC[C@H](CCNS(=O)(=O)c2ccc(F)cc2)O[C@@H]1CO)C1CCC1	-2.0	-0.6	1.0	12.7	0.1	-0.3	-8.6	0.3
C=C(C)Cn1c(SCC(=O)O)nnc1-c1ccccc1	2.3	-7.5	2.9	0.3	.	-2.6	-2.5	.
CC(=O)c1ccc(S(=O)(=O)N2CCN(CC(=O)Nc3ccnn3C3CCCC3)CC2)cc1	-8.3	-1.1	3.6	-3.4	-0.1	1.4	2.6	-0.5
COc1ccc(CN2CC3(CN(C(=O)Cc4ccccc4)C3)c3c([nH]c4cc(OC)ccc34)[C@@H]2CO)cc1	.	-17.6	-1.0	-6.4	0.0	-3.2	.	-0.3
C/C=C/c1ccc([C@H]2[C@@H](CO)N(Cc3ccccn3)[C@H]2CNC(=O)CC)cc1	2.9	.	.	.	0.4	.	1.6	0.1
O=Nc1ccc(NO)c2ccccc12	-11.9	-3.4	1.2	-1.9	0.0	-1.3	-1.8	0.3
Cc1cccc(C)c1NC(=O)C(c1ccccc1)N1CC(=O)Nc2ccccc21 (configuration not stated)	-2.7	-16.4	2.8	-1.6	0.0	1.6	-5.4	-0.1
CC(C)NC(=O)N(C)C[C@@H]1Oc2ccc(NS(C)(=O)=O)cc2C(=O)N([C@H](C)CO)C[C@@H]1C	1.9	-0.9	-1.0	-6.4	-1.0	3.7	-1.0	-0.1

# Following part:
molecule	esBAF inh	RAD52 inh	ERp5 block	S100A4 MyoIIA	XiGFP reactiv	ERAP1 inh	RAD54 branch	E-selectin induc
O=C(Nc1ccc(SC(F)F)cc1)c1ccccc1F	.	-14.9	7.3	1.9	0.0	-1.0	.	.
C[C@@H]1CCCCO[C@@H](CN(C)S(=O)(=O)c2cccs2)[C@@H](C)CN([C@H](C)CO)C(=O)c2cc(NS(C)(=O)=O)ccc2O1	-0.5	-13.0	-9.8	-4.1	0.0	-4.0	0.9	-0.1
CCOC(=O)c1sc(-c2ccccc2)nc1C	.	0.4	0.1	-3.6	0.0	-2.4	.	.
Cc1ccc(O)c(CNc2cnc3ccccc3c2)c1	34.4	-13.5	2.6	-3.4	0.0	-2.5	5.9	.
Cc1cc(C)n2nc(N)c(N=Nc3cccc(Cl)c3)c2n1	.	-17.2	-4.4	10.1	0.1	0.6	.	.
C[C@H](CO)N1C[C@H](C)[C@H](CN(C)C(=O)CN(C)C)Oc2cc(C#Cc3ccc(F)cc3)ccc2S1(=O)=O	1.4	60.5*	-2.3	-6.7	-1.1	-0.6	12.5	-0.3
